SNCA expr inhib: Primary qHTS assay for inhibitors of alpha-synuclein gene (SNCA) expression; HEK-293 SNCA-luciferase knock-in, luminescence, 24 h; Potency, µM (highest dose often 57.2 µM), for inactives: at the highest dose activity change, negative = inhibition, most hits filed as inhibitors; 0.17% of 140,000 active;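 also: potency is read from the fitted curve at half-maximal effect; plate controls were DMSO cells for no effect and cell-free wells for full effect; nearly all actives have a fitted effect of over 45% in size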
3T3 cytotox: Cytotoxic Profiling in NIH 3T3 Cell Line of Diverse Libraries Using Quantitative High-Throughput Screening; Potency, µM (titrated, usually from 96.7 µM), without a hit: top-dose activity change, negative = cytotoxicity, hits mostly inhibitors; 4.3% of 94,000 active; NIH 3T3 viability, CellTiter-Glo ATP luminescence, 48-72 h; also: potency is read from the fitted curve at half-maximal effect; nearly all actives have a fitted effect of over 55% in size
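ATP-dependent luminescence (CellTiter-Glo) served as the viability signal for NIH 3T3 cells treated with compound for 48 or 72 hr at 37 °C.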
FLuc inh: Firefly luciferase inhibition profiling of diverse chemical library using quantitative high-throughput screening; 2.5% of 76,000 active; AID 1347043, 2019; Potency, µM (top dose mostly 115 µM), for the others: at the highest dose activity change, negative = inhibition, hits mostly inhibitors; Luciferin 4-monooxygenase (Photinus pyralis), P08659; purified P. pyralis luciferase, luminescence, biochemical; also: potency is read from the fitted curve at half-maximal effect; nearly all actives have a fitted effect of over 65% in size
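Inhibitors were tested against purified firefly luciferase in a biochemical, low-substrate format (both substrates at 10uM) and luminescence measured with a CCD imager.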
HEK293 viab: GF-AFC viability counterscreen for inhibitors of alpha-synuclein gene (SNCA) expression; HEK-293-SNCA-luc viability, GF-AFC fluorescence, 24 h; 0.12% of 150,000 active; Potency, µM (series often up to 57.1 µM), without a hit: at the top dose activity change, negative = cytotoxicity, most hits filed as cytotoxic;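 also: potency is read from the fitted curve at half-maximal effect; 0% = DMSO-treated cells and -100% = medium-only wells without cells; nearly all actives have a fitted effect of over 30% in size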
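Cytotoxicity counterscreen: after 24 h compound treatment of genome-edited SNCA-luciferase HEK-293 cells, live-cell protease substrate GF-AFC read by fluorescence after 30 min; activity scaled between DMSO (0%) and medium-only (-100%), curves Hill-fitted.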
GPT2 inhibitor: Primary qHTS assay for inhibitors of Glutamate pyruvate transaminase 2 (GPT2). Alanine aminotransferase 2 (Homo sapiens), Q8TD30. Recombinant GPT2, coupled pyruvate oxidase/HRP Amplex Red fluorescence. Potency, µM (series often up to 57.7 µM), without a hit: at the top dose activity change, negative = inhibition, most hits filed as inhibitors. 0.25% of 100,000 active; also: potency is read from the fitted curve at half-maximal effect; nearly all actives have a fitted effect of over 60% in size; many of its hits are not listed in these tables
Target sequence (Q8TD30 whole entry, looked up): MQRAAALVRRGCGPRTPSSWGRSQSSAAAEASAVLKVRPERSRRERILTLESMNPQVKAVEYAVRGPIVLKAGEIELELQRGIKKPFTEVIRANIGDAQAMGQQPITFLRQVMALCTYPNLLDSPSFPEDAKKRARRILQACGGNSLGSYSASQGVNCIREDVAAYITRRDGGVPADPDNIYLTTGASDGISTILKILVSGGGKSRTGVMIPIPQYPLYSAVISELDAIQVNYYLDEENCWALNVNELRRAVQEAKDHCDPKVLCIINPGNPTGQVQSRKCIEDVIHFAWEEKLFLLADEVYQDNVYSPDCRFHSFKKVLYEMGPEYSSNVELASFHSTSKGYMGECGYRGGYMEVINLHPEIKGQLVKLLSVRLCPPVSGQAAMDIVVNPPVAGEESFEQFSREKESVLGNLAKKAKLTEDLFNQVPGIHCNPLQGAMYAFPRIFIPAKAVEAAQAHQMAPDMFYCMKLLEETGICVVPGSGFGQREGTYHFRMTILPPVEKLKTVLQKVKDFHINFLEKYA
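Fluorescence of coupled pyruvate oxidase/HRP/Amplex Red system (50uM Amplex, 30 min, dark) reports pyruvate formed by GPT2. Enzyme reaction: 10ng/uL GPT2, 2mM L-alanine, 250uM a-KG, 30 min room temperature, pH 7.5; 50uM AOA control.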
HEK cytotox: Cytotoxic Profiling in HEK 293 Cell Line of Diverse Libraries Using Quantitative High-Throughput Screening | HEK 293 viability, ATP luminescence (CellTiter-Glo), 48-72 h | Potency, µM (titrated, usually from 115 µM), without a hit: at the highest dose activity change, negative = cytotoxicity, actives largely listed as inhibitors | 6.6% of 94,000 active | AID 1345083, 2018; also: potency is read from the fitted curve at half-maximal effect; nearly all actives have a fitted effect of over 60% in size
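Viability of HEK 293 cells, plated at 250 cells/well, was judged by cellular ATP after compound treatment for 48 or 72 hr. Luminescence was imaged 10 min after CellTiter-Glo addition at room temperature.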
IP6K1 inhibitor: Primary qHTS assay for small molecule inhibitors of Inositol hexaphosphate kinase 1 (IP6K1) | Inositol hexakisphosphate kinase 1 (Homo sapiens), Q92551 | IP6K1 kinase, ADP-Glo luminescence, 2 h; active compounds read low | activity change, % (series mostly up to about 58 µM) | 0.81% of 140,000 active; in the data active = activity change below about -25%
Target sequence (Q92551 whole entry, looked up): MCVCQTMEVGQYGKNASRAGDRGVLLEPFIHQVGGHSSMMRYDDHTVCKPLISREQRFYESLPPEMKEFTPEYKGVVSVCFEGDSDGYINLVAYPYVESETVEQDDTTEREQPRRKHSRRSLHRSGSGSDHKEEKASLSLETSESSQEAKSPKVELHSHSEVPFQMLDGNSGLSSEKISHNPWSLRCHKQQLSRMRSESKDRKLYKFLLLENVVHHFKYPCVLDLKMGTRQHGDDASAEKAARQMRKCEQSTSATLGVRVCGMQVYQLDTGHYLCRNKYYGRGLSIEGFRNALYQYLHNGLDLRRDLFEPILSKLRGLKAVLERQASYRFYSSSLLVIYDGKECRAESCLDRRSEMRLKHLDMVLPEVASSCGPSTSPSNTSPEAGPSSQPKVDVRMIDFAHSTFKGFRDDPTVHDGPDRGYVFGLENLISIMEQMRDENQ
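ADP-Glo luminescence measures ADP made by human IP6K1 during a 2 h RT reaction with ATP/IP6 (mix at 1.3 mM/130 uM); top library doses 57.5 and 19.1 uM final.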
Starred values were filed as active, the others as inactive; i = inactive; ? = inconclusive; · = not tested or not shown; [ ] = another dose, or the depositor's remark. Unless noted, calls follow the shape of the dose curve; as a rule, active = well fitted curve in the direction sought with a large enough effect; inconclusive = small, poorly fitted or top-dose-only effect, or another doubt; inactive = no such curve, though single readings can be large; an effect the other way counts as inactive or inconclusive. Unless noted, % is scaled to controls: 0 for no effect and ±100 for the full control effect. The list is partial; count on the stated rates, not on these rows.

SMILES	SNCA expr inhib	3T3 cytotox	FLuc inh	HEK293 viab	GPT2 inhibitor	HEK cytotox	IP6K1 inhibitor
COc1ccc(CSc2nc3ccncc3n2CC(=O)Nc2cc(C)cc(C)c2)cc1	10.0%	·	·	1.6%	·	·	-3.2
Cc1noc(-c2cn(C3CCN(C(=O)c4ccc(Cl)s4)CC3)nn2)n1	?	-11.0%	10.6%	-17.6%	i	-1.4%	14.0
CC1(c2noc(-c3ccccn3)n2)CCN(C(=O)CCc2nc3ccc(Cl)cc3[nH]2)CC1	-10.8%	?	6.8%	-6.5%	4.2%	50.1µM*	15.7
O=C(c1cccc(O)c1)N1CCc2c(n(CCOc3ccccc3)n(-c3ccccc3)c2=O)C1	-14.3%	22.4µM*	-0.3%	-14.6%	-9.9%	-14.5%	-14.2
COc1ccc(-c2cc(N3CCC(NC(=O)c4cccc(Br)c4)C3)n[nH]2)cc1 (stereo not drawn)	-19.1%	?	-11.2%	?	-3.9%	?	13.1
Cc1ccc(NC(=O)Cn2c(=O)n(Cc3nc(-c4ccccc4)no3)c(=O)c3cc4c(cc32)OCO4)cc1C	3.4%	·	·	-3.2%	·	·	9.3
CNC(=O)C1=C(OCc2ccccc2)c2ccccc2[S+](=O)([O-])N1c1c(C)cccc1C	·	?	·	·	·	?	-4.1
Cc1cccc(OCC(=O)Nc2c(C(=O)Nc3ccc(F)cc3)oc3ccccc23)c1	18.5%	·	·	-1.6%	·	·	-7.2
CCOc1ccc(C2Cn3nnc(-c4nc(-c5ccccc5)no4)c3CO2)cc1 (stereo not drawn)	80.1%[activator]	-1.6%	8.91µM*	5.8%	i	-3.9%	1.9
Cc1ccc(NC(=O)c2ccc(Br)cc2)c(C(=O)c2ccccc2)c1	-7.9%	·	·	-0.4%	·	·	-3.5
COc1ccccc1C(=O)N1CCCN(c2cc(-c3ccc(F)cc3)[nH]n2)CC1	-18.4%	?	-3.9%	7.4%	-12.0%	?	1.1
COCCC(=O)N1CC(F)(F)C[C@H]1c1nc(C2CC2)no1	11.9%	-9.5%	-5.2%	2.5%	i	-4.9%	0.5
CC1=C[C@@H](CO)[C@H](C(C)C)C[C@H]1Cc1nnc(-c2cccnc2)o1	-24.6%[87.6 µM]	-29.0%[138 µM]	-16.9%[172 µM]	-11.1%[87.6 µM]	-11.5%[88.5 µM]	?	-6.7
CC1CCN([C@@H]2[C@H](O)[C@H](CO)O[C@@H]2CNC2CCOCC2)CC1	16.0%[87.6 µM]	2.4%[174 µM]	3.7%[172 µM]	-0.7%[87.6 µM]	-7.0%[88.5 µM]	i	3.6
CC(C)c1ccc(NC(=O)CSC2=Nc3ccccc3C3=NC(CCC(=O)NCc4ccc(F)cc4)C(=O)N23)cc1 (stereo not drawn)	38.3%	·	·	0.8%	·	·	-4.1
COc1ccc(CC(=O)N2Cc3ccccc3CC3(CCN(C)C3)C2)cc1 (stereo not drawn)	-20.2%	-11.5%	·	-7.5%	-1.6%	-23.4%	-8.8
C[S+](=O)([O-])N1CC2(Cc3ccccc31)CN(C(=O)Cc1ccccn1)C2	6.7%	-16.5%	-7.4%	-2.4%	i	-7.4%	-11.0
COc1ccc(C(=O)N2CCC(N3C(=O)C(OC)C34CCOCC4)CC2)c(OC)n1 (stereo not drawn)	-4.7%	i	3.0%	3.2%	-2.2%	-0.2%	-12.4
CC(C)CCN1CCCC2(C1)C(=NC1CCCCC1)NC(=O)N2c1cccnc1 (stereo not drawn)	-8.6%	?	·	-12.6%	i	?	-5.1
COc1cccc(CN2CC[C@H]3C(=O)NCCCCCCN(Cc4ccncc4)[C@@H]3C2)c1	-19.0%	-26.6%	-1.8%	-3.0%	i	?	16.9
F[C@@H]1CN(Cc2ccc(C(F)(F)F)cc2)C[C@@H]1OCc1nc2ccccc2[nH]1	?	?	-8.8%[172 µM]	?	?	79.4µM*	14.2
CNc1nc(C(=O)N2CCC3(CCC(=O)N(CC4CCCO4)C3)CC2)cs1 (stereo not drawn)	20.0%	-4.4%	-3.6%	-1.5%	i	i	-1.3
O=C(NC1CC1)c1ccccc1OC1CN(Cc2cccc(F)c2F)C1	-3.3%	-16.7%	5.2%	-0.6%	-6.7%	?	-5.9
O=C(Cn1cccc1-c1nc(-c2ccc3c(c2)OCO3)no1)N1CCc2ccccc21	6.3%	-3.4%	-3.0%	-1.0%	i	8.0%	-0.4
Cn1c2cc(S(C)=O)sc2c2cnn(Cc3cccc(N)c3)c(=O)c21 (stereo not drawn)	37.1%[activator]	·	·	-4.0%	i	·	·

A draw from above in order of SMILES length, ascending.
SMILES	SNCA expr inhib	3T3 cytotox	FLuc inh	HEK293 viab	GPT2 inhibitor	HEK cytotox	IP6K1 inhibitor
Cc1cccc(OCC(=O)Nc2c(C(=O)Nc3ccc(F)cc3)oc3ccccc23)c1	18.5%	·	·	-1.6%	·	·	-7.2
COc1ccc(C(=O)N2CCC(N3C(=O)C(OC)C34CCOCC4)CC2)c(OC)n1 (stereo not drawn)	-4.7%	i	3.0%	3.2%	-2.2%	-0.2%	-12.4
F[C@@H]1CN(Cc2ccc(C(F)(F)F)cc2)C[C@@H]1OCc1nc2ccccc2[nH]1	?	?	-8.8%[172 µM]	?	?	79.4µM*	14.2

(further entries)
SMILES	SNCA expr inhib	3T3 cytotox	FLuc inh	HEK293 viab	GPT2 inhibitor	HEK cytotox	IP6K1 inhibitor
COc1ccc(CCNC(=O)CSc2nnnn2-c2cccc(C(C)=O)c2)cc1OC	15.6%	·	·	5.6%	·	·	-3.7
COC1CCN(CC2CCCCCN2C(=O)Nc2ccc3c(c2)OCCO3)CC1 (stereo not drawn)	41.4%[activator]	-3.2%	17.8µM*	-19.0%	-6.5%	2.0%	-5.1
CN(C)CCNC(=O)c1ccc(-n2c(-c3ccccc3)cc3c2CCCCC3)cc1	-24.4%	·	·	?	·	·	49.4
CCC(O)c1cc2n(n1)CCN(Cc1nnc(-c3cccc(F)c3)o1)C2 (stereo not drawn)	-12.7%	-11.1%	15.0%	10.9%	1.0%[11.5 µM]	-9.9%	17.8
C=C1CCC2C(C)(C)CC(=O)CC2(C)C1CCC(C)CCO (stereo not drawn)	·	·	·	-24.2%	3.5%	·	1.6
CCOc1ccc(NC(=O)C2(CC)CCCCC(=O)N2)cc1 (stereo not drawn)	4.3%	-4.2%	5.7%	-2.6%	i	?	14.6
Cn1cnc2cc(-c3ccc(F)cc3)cc(C(=O)NCCN3CCOCC3)c21	16.0%[87.6 µM]	?	3.9%[172 µM]	-6.8%[87.6 µM]	-13.9%[88.5 µM]	-13.4%[172 µM]	54.3
COc1ccc(C(C)NC(=O)c2noc(-c3ccc(C)cc3)n2)cc1 (stereo not drawn)	-27.8%	?	?	-9.6%	4.3%	?	0.6
COc1ccccc1Nc1ccnc(N2CCN(C(=O)c3ccccc3C)CC2)n1	-14.0%	?	·	-18.1%	i	44.7µM*	14.9
Cc1ccc(Cl)cc1N1CCN(S(=O)(=O)c2ccc3oc(=O)c4ncn(C)c4c3c2)CC1	-4.4%	·	·	-9.1%	·	·	-15.3
Cc1cc(=O)n(CC(=O)Nc2cccc(Br)c2)c(N2CCOCC2)n1	4.5%	-26.6%	-4.2%	8.8%	i	-28.5%	4.8
CCc1cccc(OCC(=O)c2ccc3c(c2)N(CC(=O)NCc2ccco2)C(=O)CO3)c1	-9.8%	-18.9%	3.9%	-8.1%	i	?	-13.4
COc1cc(NC(=O)c2cc3n(n2)CC(c2ccc(Cl)cc2)OC3)c(OC)cc1Cl (stereo not drawn)	-3.5%	-3.2%	0.9%	-10.2%	-14.8%	-20.1%	-7.5
O=C1CCCN1CCc1nc(C2CCOC2)nn1-c1cccnc1 (stereo not drawn)	26.2%	i	2.2%	8.2%	0.3%	i	-5.4
CC(C)c1ccc(S(=O)(=O)c2cn(CC(=O)Nc3ccc(F)cc3)c3ccccc3c2=O)cc1	-1.7%	·	·	-3.4%	·	·	-4.9
O=C(Nc1cccc(C(F)(F)F)c1)O[C@@H]1CO[C@H]2[C@@H]1OC[C@@H]2NC(=O)C1CCC1	12.7%[87.6 µM]	?	-0.2%[172 µM]	-5.2%[87.6 µM]	-12.1%[88.5 µM]	?	9.0
Cc1nn(-c2ccccc2)c2c1C(C(C)C)N(C1CN(C(=O)Nc3ccc(Cl)cc3)C1)C2=O (stereo not drawn)	·	-26.0%	·	·	·	-11.1%	0.6
Cc1nn(C)c(C)c1S(=O)(=O)NCCc1noc(-c2cccnc2)n1	-2.7%	-11.4%	2.5%	1.6%	i	?	21.6
O=C1C(O)C2(CCCCC2)N1C1CCN(Cc2ccc(F)c(F)c2)CC1 (stereo not drawn)	-13.4%	-4.2%	-1.0%	2.4%	?	-7.2%	-2.4
O=C(NCCOCCn1c(=O)oc2ccccc21)Nc1ccc(Cl)cc1	-4.3%	·	·	2.0%	·	·	1.3
COc1cccc(CNC(=O)C2CCN(c3nc4ncccc4o3)CC2)c1	-19.7%	-22.2%	·	-3.0%	i	-12.8%	22.5
COc1ccc(N2Cc3c(NCCc4ccc(Cl)cc4)ncnc3N(C)CC2=O)cc1	-6.1%	?	10.8%	2.8%	i	?	2.1
COc1ncc(-c2nccc3c(=O)cc(N4CCN(C)CC4)oc23)cn1	-0.8%[87.6 µM]	89.1µM*	-23.3%[172 µM]	3.8%[87.6 µM]	1.6%[88.5 µM]	-12.5%[172 µM]	9.2
Cc1ccc(CNC(=O)CCC2CCCN(S(=O)(=O)c3ccccc3F)C2)o1 (stereo not drawn)	14.4%	-24.0%	·	-5.7%	-10.8%	?	8.1
COc1cc(NC(=O)NCCn2nnc3cc(S(=O)(=O)N(C)C)ccc32)cc(OC)c1OC	-14.1%	·	·	11.5%	·	·	-4.2
Cc1cccc(N2CCN(C(=O)Cn3c(=O)c4cccn4c4ccc(F)cc43)CC2C)c1 (stereo not drawn)	-4.4%	·	·	10.5%	·	·	40.2
Cc1nn(-c2ccccc2)c2c1C(C1CC1)N(C1CCCN([S+](=O)([O-])c3cccc(C(F)(F)F)c3)C1)C2=O (stereo not drawn)	·	-6.9%	·	·	·	2.9%	-8.1
Cc1nc(C)c(C(=O)NCC2CCCCC(=O)N2)s1 (stereo not drawn)	-12.7%	i	3.9%	7.9%	4.6%	0.6%	-2.9

Random excerpt: two compounds from above.
SMILES	SNCA expr inhib	3T3 cytotox	FLuc inh	HEK293 viab	GPT2 inhibitor	HEK cytotox	IP6K1 inhibitor
COc1ccc(CCNC(=O)CSc2nnnn2-c2cccc(C(C)=O)c2)cc1OC	15.6%	·	·	5.6%	·	·	-3.7
CC(C)c1ccc(S(=O)(=O)c2cn(CC(=O)Nc3ccc(F)cc3)c3ccccc3c2=O)cc1	-1.7%	·	·	-3.4%	·	·	-4.9

Compound activity from PubChem.
